Source: PubChem (Broad Institute)
TcdB inh: blocks C. difficile toxin B glycohydrolase activity | AID 652162 | inhibition, % at 9.99 µM | 350,000 compounds, 0.24% hits | TcdB glycohydrolase enzymatic assay, plate reader | P18177; in the data active = inhibition above about 10%
Target sequence (P18177 whole entry, looked up): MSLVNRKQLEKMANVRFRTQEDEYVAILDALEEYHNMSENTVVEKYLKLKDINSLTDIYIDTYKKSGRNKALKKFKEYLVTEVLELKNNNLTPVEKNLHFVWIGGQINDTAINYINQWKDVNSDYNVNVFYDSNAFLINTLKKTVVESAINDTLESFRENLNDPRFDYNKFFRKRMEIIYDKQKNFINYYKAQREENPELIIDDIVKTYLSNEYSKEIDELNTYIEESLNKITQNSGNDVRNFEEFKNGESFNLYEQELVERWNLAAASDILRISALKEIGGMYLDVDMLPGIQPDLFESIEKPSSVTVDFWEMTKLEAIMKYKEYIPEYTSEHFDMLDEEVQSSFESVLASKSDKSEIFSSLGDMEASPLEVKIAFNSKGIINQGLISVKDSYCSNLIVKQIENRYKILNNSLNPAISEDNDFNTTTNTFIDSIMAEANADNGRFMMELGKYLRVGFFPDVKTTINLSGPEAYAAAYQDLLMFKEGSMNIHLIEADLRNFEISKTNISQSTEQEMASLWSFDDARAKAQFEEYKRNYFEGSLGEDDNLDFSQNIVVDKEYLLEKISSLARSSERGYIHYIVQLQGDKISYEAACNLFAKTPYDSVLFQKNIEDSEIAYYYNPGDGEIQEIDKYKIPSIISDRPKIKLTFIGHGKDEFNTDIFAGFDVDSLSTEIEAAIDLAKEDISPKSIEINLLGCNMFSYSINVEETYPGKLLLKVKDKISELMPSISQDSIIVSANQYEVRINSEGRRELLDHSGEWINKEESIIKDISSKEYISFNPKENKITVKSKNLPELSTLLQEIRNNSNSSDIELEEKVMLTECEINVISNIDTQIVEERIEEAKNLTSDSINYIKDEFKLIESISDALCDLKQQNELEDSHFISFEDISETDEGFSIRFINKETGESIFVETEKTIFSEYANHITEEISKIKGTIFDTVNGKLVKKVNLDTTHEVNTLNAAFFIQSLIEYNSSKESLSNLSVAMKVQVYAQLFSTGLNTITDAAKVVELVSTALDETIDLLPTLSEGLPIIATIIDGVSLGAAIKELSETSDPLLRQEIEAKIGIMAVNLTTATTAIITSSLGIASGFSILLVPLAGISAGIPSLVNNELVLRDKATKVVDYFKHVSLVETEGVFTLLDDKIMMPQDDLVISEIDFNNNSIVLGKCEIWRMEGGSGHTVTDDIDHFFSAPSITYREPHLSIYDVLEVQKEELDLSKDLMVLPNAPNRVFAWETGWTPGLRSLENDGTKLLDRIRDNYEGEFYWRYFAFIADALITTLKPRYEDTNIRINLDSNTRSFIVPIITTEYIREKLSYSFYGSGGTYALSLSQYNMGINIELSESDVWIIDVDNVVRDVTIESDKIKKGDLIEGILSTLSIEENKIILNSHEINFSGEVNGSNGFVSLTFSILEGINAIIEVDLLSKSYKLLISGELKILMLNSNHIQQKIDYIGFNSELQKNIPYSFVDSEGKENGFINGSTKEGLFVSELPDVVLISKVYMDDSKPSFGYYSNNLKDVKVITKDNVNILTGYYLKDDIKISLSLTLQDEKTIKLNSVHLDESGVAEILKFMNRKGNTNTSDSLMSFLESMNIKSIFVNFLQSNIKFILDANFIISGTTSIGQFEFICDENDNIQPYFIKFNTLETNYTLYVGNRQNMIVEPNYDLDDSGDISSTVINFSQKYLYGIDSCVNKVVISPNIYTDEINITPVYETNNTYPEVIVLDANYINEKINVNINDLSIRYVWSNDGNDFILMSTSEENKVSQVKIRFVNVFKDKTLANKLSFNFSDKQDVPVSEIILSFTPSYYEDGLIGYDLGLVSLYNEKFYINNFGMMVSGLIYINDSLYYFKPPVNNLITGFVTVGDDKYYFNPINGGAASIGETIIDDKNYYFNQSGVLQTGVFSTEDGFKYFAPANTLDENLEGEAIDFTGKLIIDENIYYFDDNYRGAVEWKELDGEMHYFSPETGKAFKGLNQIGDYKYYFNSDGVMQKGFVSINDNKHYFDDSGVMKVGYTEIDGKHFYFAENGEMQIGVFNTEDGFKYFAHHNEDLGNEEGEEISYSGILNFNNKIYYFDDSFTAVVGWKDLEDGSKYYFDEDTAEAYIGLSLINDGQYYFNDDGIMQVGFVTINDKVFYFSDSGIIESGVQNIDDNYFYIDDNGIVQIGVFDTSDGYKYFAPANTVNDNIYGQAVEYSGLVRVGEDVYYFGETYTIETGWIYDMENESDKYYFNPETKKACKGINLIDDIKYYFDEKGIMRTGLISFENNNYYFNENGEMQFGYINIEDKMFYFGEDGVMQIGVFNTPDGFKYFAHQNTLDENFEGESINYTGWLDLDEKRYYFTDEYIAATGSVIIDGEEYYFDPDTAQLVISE
The depositor's hits bear a star. This is a subset; the hit share may differ from the screen's.

SMILES	TcdB inh
C[C@@H]1CN([C@H](C)CO)C(=O)c2cc(-c3cccnc3)cnc2O[C@@H]1CN(C)C(=O)c1cccc(F)c1	-0.3
Cc1noc(C)c1NC(=O)Nc1ccc2c(c1)C(=O)N([C@@H](C)CO)C[C@@H](C)[C@@H](CN(C)S(=O)(=O)c1ccc(Cl)cc1)OCCCC[C@@H](C)O2	-2.4
O=C(c1cnccn1)N1CC(=O)N2[C@H](C1)[C@@H](c1ccc(-c3ccc(F)cc3)cc1)[C@@H]2CO	0.3
C[C@H]1CN([C@@H](C)CO)C(=O)c2c(c3ccccc3n2C)-c2ccccc2CO[C@H]1CN(C)C(=O)CCN(C)C	-14
N#C[C@@H]1[C@H](c2ccc(C#Cc3cccc(F)c3)cc2)[C@@H](CO)N1C(=O)C1CCC1	0.8
C[C@H]1CN([C@@H](C)CO)C(=O)c2cccc(NC(=O)Nc3ccccc3)c2O[C@H]1CN(C)C	-5.8
COCCNC(=O)C[C@H]1C=C[C@H](NC(=O)NC2CCCC2)[C@@H](CO)O1	-1.1
CN(C)CC#Cc1ccc([C@@H]2[C@H](CO)N3CCCCN(C(=O)C4CCC4)C[C@@H]23)cc1	0.1
CC(C)NC(=O)N(C)C[C@@H]1Oc2ccc(NS(=O)(=O)c3ccc(F)cc3)cc2CC(=O)N([C@H](C)CO)C[C@H]1C	-0.9
C[C@@H]1CN([C@@H](C)CO)C(=O)c2cc(NS(=O)(=O)c3cccs3)ccc2O[C@@H](C)CCCCO[C@@H]1CN(C)C(=O)CCCN(C)C	-0.7
COc1ccc(C(=O)N2C[C@@H]3[C@H](c4ccccc42)[C@H](CO)N3Cc2ccccc2)cc1	-1.4
C[C@H](CO)N1C[C@H](C)[C@H](CN(C)S(=O)(=O)c2cccs2)OCc2cn(nn2)CCCC1=O	-0.6
C[C@H](CO)N1C[C@H](C)[C@@H](CN(C)C(=O)C2CC2)Oc2cc(Br)ccc2S1(=O)=O	0.6
C[C@H](CO)N1C[C@H](C)[C@H](CN(C)C(=O)NC2CCCCC2)Oc2ccc(NC(=O)Cc3cn(C)c4ccccc34)cc2CC1=O	0.4
C[C@H]1CN([C@@H](C)CO)C(=O)c2cccc(NS(=O)(=O)c3ccc(Cl)cc3)c2O[C@H]1CN(C)C(=O)Nc1ccccc1	-2.8
Cc1noc(C)c1NC(=O)N(C)C[C@H]1Oc2ccc(NC(=O)CCN3CCOCC3)cc2CC(=O)N([C@H](C)CO)C[C@H]1C	-9.2
CC(C)C#Cc1cnc2c(c1)C(=O)N([C@@H](C)CO)C[C@H](C)[C@@H](CN(C)C(=O)c1ccccc1F)O2	-1.0
C/C=C/c1cnc2c(c1)C(=O)N([C@@H](C)CO)C[C@@H](C)[C@@H](CN(C)Cc1ccccc1)O2	0.0
C[C@@H]1CCCCO[C@@H](CN(C)Cc2ccccc2)[C@H](C)CN([C@H](C)CO)C(=O)c2cc(NS(C)(=O)=O)ccc2O1	-3.6
COc1cccc(C#Cc2ccc([C@H]3[C@@H](CO)N(C(=O)C4CCOCC4)[C@H]3C#N)cc2)c1	0.3
CC(C)NC(=O)Nc1cccc2c1O[C@H](CN(C)C(=O)Nc1ccc(C(F)(F)F)cc1)[C@@H](C)CN([C@@H](C)CO)C2=O	1.5
COc1ccc(C#Cc2ccc([C@@H]3[C@@H](CO)N4C(=O)CN(C(=O)NC(C)C)C[C@@H]34)cc2)cc1	-0.4
C[C@@H]1CN([C@H](C)CO)S(=O)(=O)c2ccc(C#C[C@@H](C)O)cc2O[C@@H]1CN(C)C(=O)c1ccccc1	-0.7
O=C(Cc1ccccn1)N1CCCCN2[C@@H](CO)[C@@H](c3ccc(-c4ccccc4F)cc3)[C@@H]2C1	-0.9
C[C@@H]1CN([C@H](C)CO)C(=O)c2cccc(NC(=O)c3nc4ccccc4s3)c2O[C@H]1CN(C)S(=O)(=O)c1ccc(Cl)cc1	-0.7
Later entries
SMILES	TcdB inh
COc1ccccc1CN1[C@@H](CO)[C@@H]2c3ccccc3N(C(=O)c3ccncc3)C[C@@H]21	-1.4
Cc1noc(C)c1NC(=O)N(C)C[C@@H]1Oc2ccc(NC(=O)NC(C)C)cc2C(=O)N([C@H](C)CO)C[C@H]1C	-0.9
CO[C@@H]1CN(C)C(=O)c2cc(NC(=O)c3ccccc3)ccc2OC[C@@H](C)N(C(=O)C2CC2)C[C@H]1C	-0.4
COCc1cn(CC[C@@H]2CC[C@H](NC(=O)Nc3ccccc3)[C@@H](CO)O2)nn1	-9.7
Cc1noc(C)c1NC(=O)NCC[C@H]1CC[C@@H](NC(=O)c2ccncc2)[C@@H](CO)O1	-0.4
O=C(C[C@@H]1C=C[C@H](NC(=O)CCN2CCCCC2)[C@@H](CO)O1)Nc1ccc(-c2ccccc2)cc1	-0.5
C[C@H]1CN([C@@H](C)CO)C(=O)c2cc(C#CC3CC3)cnc2O[C@H]1CN(C)C(=O)Nc1ccc(F)cc1	-1.4
COc1ccc(NC(=O)N(C)C[C@@H]2Oc3ccc(N(C)C)cc3C(=O)N([C@@H](C)CO)C[C@@H]2C)cc1	-11
C[C@H]1CCCCO[C@H](CN(C)S(C)(=O)=O)[C@@H](C)CN([C@@H](C)CO)C(=O)c2cc(NC(=O)c3ccncc3)ccc2O1	-9.0
COc1ccc(S(=O)(=O)N(C)C[C@H]2Oc3ccc(NC(=O)Nc4ccc5c(c4)OCO5)cc3C(=O)N([C@@H](C)CO)C[C@H]2C)cc1	1.1
CCC(=O)Nc1ccc2c(c1)C(=O)N(C)[C@@H]1CC[C@H](CC(=O)N[C@H](C)c3ccccc3)O[C@@H]1CO2	0.8
CC(C)CC#Cc1ccc2c(c1)O[C@H](CN(C)C(=O)Cc1ccccc1)[C@H](C)CN([C@@H](C)CO)S2(=O)=O	-0.7
C[C@@H]1CN([C@H](C)CO)C(=O)c2cc(NS(=O)(=O)c3ccccc3)ccc2O[C@@H](C)CCCCO[C@H]1CN(C)Cc1ccc(Cl)c(Cl)c1	-0.9
O=C(C1=C[C@H](c2ccc(C(F)(F)F)cc2)C[C@H](OCCCCO)O1)N1CCCCCCC1	-0.7
COc1ccc(NC(=O)N2C[C@H]3[C@@H](c4ccccc42)[C@@H](CO)N3C(=O)C2CC2)cc1	0.5
O=C(c1cccc(F)c1)N1C[C@@H]2[C@H](c3ccccc31)[C@@H](CO)N2C(=O)C1CCCCC1	1.0
Cc1noc(C)c1NC(=O)Nc1ccc2c(c1)C(=O)N([C@H](C)CO)C[C@H](C)[C@@H](CN(C)Cc1ccncc1)OCCCC[C@@H](C)O2	-0.5
COc1ccc(CN(C)C[C@H]2OCCCC[C@H](C)Oc3ccc(NS(=O)(=O)c4ccc(Cl)cc4)cc3C(=O)N([C@H](C)CO)C[C@H]2C)cc1	0.6
O=C(C[C@@H]1C=C[C@@H](NC(=O)c2ccncc2)[C@H](CO)O1)NCc1ccncn1	0.2
COc1cccc(C(=O)N2C[C@H]3[C@@H](c4ccccc42)[C@H](CO)N3C(=O)c2ccccc2)c1	-0.2
C[C@@H]1CN([C@H](C)CO)C(=O)c2cccc(NC(=O)c3ccc(-c4nccs4)cc3)c2O[C@H]1CN(C)S(=O)(=O)c1cn(C)cn1	0.9
C[C@@H]1CN([C@@H](C)CO)C(=O)c2cccc(NC(=O)Nc3ccccc3)c2O[C@H]1CN(C)Cc1ccc(Oc2ccccc2)cc1	0.4
COc1ccc(-c2ccccc2[C@H]2[C@@H](CO)N(C(=O)C3CCOCC3)[C@H]2C#N)cc1	-0.8
Cc1cc2c(nc1C)CCCN2S(=O)(=O)c1ccc(C(F)(F)F)cc1	2.1
C[C@H](CO)N1C[C@H](C)[C@@H](CN(C)CC2CCCCC2)Oc2ccc(NS(=O)(=O)c3ccccc3)cc2C1=O	-0.4
Next part:
SMILES	TcdB inh
C[C@H](CO)N1C[C@H](C)[C@@H](CN(C)Cc2ccc(C(=O)Nc3ccccc3N)cc2)Oc2ccc(NC(=O)C3CC3)cc2CC1=O	1.5
C[C@H]1CCCCO[C@H](CN(C)C(=O)Nc2cccc3ccccc23)[C@@H](C)CN([C@@H](C)CO)C(=O)c2cc(NC(=O)Nc3cccc4ccccc34)ccc2O1	-0.4
COc1cccc(S(=O)(=O)N2CCCCN3[C@H](CO)[C@H](c4ccc(C#CC(C)C)cc4)[C@H]3C2)c1	-2.5
COCC#Cc1cnc2c(c1)C(=O)N([C@@H](C)CO)C[C@@H](C)[C@@H](CN(C)C(=O)CN1CCOCC1)O2	1.3
COCC(=O)N(C)C[C@H]1Oc2ncc(C#CC(C)(C)O)cc2C(=O)N([C@H](C)CO)C[C@@H]1C	0.5
CO[C@@H]1CN(C)C(=O)c2ccc(NC(=O)C3CC3)cc2OC[C@@H](C)N(C(=O)c2ccccc2)C[C@@H]1C	1.1
CN(C)C(=O)c1ccc(-c2ccccc2[C@H]2[C@@H](CO)N(C(=O)C3CCC3)[C@H]2C#N)cc1	2.5
COc1ccc(N2CCN(C(=O)C(=O)c3cc(OC)c(OC)c(OC)c3)CC2)cc1	1.3
C[C@H]1CN([C@@H](C)CO)C(=O)CCCn2cc(nn2)CO[C@H]1CN(C)Cc1ccc(Oc2ccccc2)cc1	-2.1
COc1ccc(S(=O)(=O)N(C)C[C@@H]2Oc3ccc(NS(C)(=O)=O)cc3CC(=O)N([C@@H](C)CO)C[C@@H]2C)cc1	-0.3
CCNC(=O)C[C@H]1CC[C@@H]2[C@H](COc3ccc(NC(=O)c4cc(C)on4)cc3C(=O)N2C)O1	-0.9
CCNC(=O)C[C@H]1CC[C@@H]2[C@H](COC[C@@H](O)CN2C(=O)CC)O1	-0.5
C[C@@H]1CCCCO[C@H](CN(C)Cc2ccc(C(=O)O)cc2)[C@@H](C)CN([C@@H](C)CO)C(=O)c2cc(NC(=O)C3CCCCC3)ccc2O1	-1.7
O=C(C[C@@H]1CC[C@H]2[C@@H](COC[C@H](O)CN2S(=O)(=O)c2cccc(Cl)c2)O1)Nc1ccccc1	1.2
C[C@H](NC(=O)[C@H]1[C@H](CO)[C@H]2Cn3c(ccc(-c4cccnc4)c3=O)[C@H]2N1C)c1ccccc1	1.1
C[C@H]1CN([C@@H](C)CO)C(=O)c2cc(C#CCN(C)C)cnc2O[C@@H]1CN(C)C(=O)c1ccc2c(c1)OCO2	-0.3
Cc1ccc(S(=O)(=O)N(C)C[C@H]2Oc3ccc(NC(=O)NC(C)C)cc3C(=O)N([C@@H](C)CO)C[C@H]2C)cc1	0.0
C[C@@H]1CCCCO[C@@H](CN(C)C(=O)CCC(F)(F)F)[C@@H](C)CN([C@H](C)CO)C(=O)c2cc(NC(=O)c3ccccc3)ccc2O1	1.5
C[C@H]1CCCCO[C@H](CN(C)Cc2ccc(C(=O)O)cc2)[C@@H](C)CN([C@@H](C)CO)C(=O)c2cc(NS(=O)(=O)c3ccc(F)cc3)ccc2O1	-0.2
COc1cccc(C(=O)Nc2ccc(Oc3nnc(-c4ccccc4)c4ccccc34)cc2)c1	-0.1
O=C1Cn2nnc(-c3ccccc3)c2C2c3cc(Br)ccc3CCN12 (configuration not stated)	4.6
COCC#Cc1cnc2c(c1)C(=O)N([C@H](C)CO)C[C@@H](C)[C@H](CN(C)C(=O)C1CCOCC1)O2	1.7
CC(=O)N(C)C[C@H]1Oc2cc(-c3cccc(C#N)c3)ccc2S(=O)(=O)N([C@@H](C)CO)C[C@@H]1C	0.4
C[C@@H]1CN([C@H](C)CO)C(=O)c2cccc(NC(=O)CCCCCC(=O)Nc3ccccc3N)c2O[C@H]1CN(C)C(=O)Nc1ccc(F)cc1	4.5
CO[C@H]1CN(C)C(=O)c2cc(NC(=O)c3ccccc3F)ccc2OC[C@@H](C)NC[C@@H]1C	0.9

Of the compounds above, these contain two or more sulfur atoms.
SMILES	TcdB inh
C[C@@H]1CN([C@@H](C)CO)C(=O)c2cc(NS(=O)(=O)c3cccs3)ccc2O[C@@H](C)CCCCO[C@@H]1CN(C)C(=O)CCCN(C)C	-0.7
C[C@H](CO)N1C[C@H](C)[C@H](CN(C)S(=O)(=O)c2cccs2)OCc2cn(nn2)CCCC1=O	-0.6
C[C@@H]1CN([C@H](C)CO)C(=O)c2cccc(NC(=O)c3nc4ccccc4s3)c2O[C@H]1CN(C)S(=O)(=O)c1ccc(Cl)cc1	-0.7
C[C@@H]1CN([C@H](C)CO)C(=O)c2cccc(NC(=O)c3ccc(-c4nccs4)cc3)c2O[C@H]1CN(C)S(=O)(=O)c1cn(C)cn1	0.9
COc1ccc(S(=O)(=O)N(C)C[C@@H]2Oc3ccc(NS(C)(=O)=O)cc3CC(=O)N([C@@H](C)CO)C[C@@H]2C)cc1	-0.3

(next part)
SMILES	TcdB inh
CO[C@@H]1CN(C)C(=O)c2ccc(NS(C)(=O)=O)cc2OC[C@H](C)N(C(=O)C2CCOCC2)C[C@H]1C	0.2
COc1ccc(S(=O)(=O)Nc2ccc3c(c2)CC(=O)N([C@H](C)CO)C[C@@H](C)[C@@H](CN(C)Cc2ccc(C(F)(F)F)cc2)O3)cc1	-0.8
C[C@H](CO)N1C[C@H](C)[C@H](CN(C)C(=O)NC2CCCCC2)Oc2ccc(NC(=O)Nc3cccc4ccccc34)cc2C1=O	-19
CCC(=O)N1CC[C@H]2[C@@H]1c1cc(-c3cccc(OC)c3)ccc1N(C)[C@H]2CO	-1.8
C[C@@H]1CN([C@H](C)CO)C(=O)c2cc(NC(=O)Cn3cnnn3)ccc2O[C@@H]1CN(C)Cc1ccccc1	-0.7
C[C@H](O)C#Cc1cnc2c(c1)C(=O)N([C@@H](C)CO)C[C@@H](C)[C@H](CN(C)C(=O)CN1CCOCC1)O2	-1.7

2 of the compounds above, field by field:
canonical_smiles: C[C@@H]1CN([C@H](C)CO)C(=O)c2cc(NC(=O)Cn3cnnn3)ccc2O[C@@H]1CN(C)Cc1ccccc1
  TcdB inh = -0.7
canonical_smiles: C[C@H](O)C#Cc1cnc2c(c1)C(=O)N([C@@H](C)CO)C[C@@H](C)[C@H](CN(C)C(=O)CN1CCOCC1)O2
  TcdB inh = -1.7
